ELG1 DNA repair = ELG1-dependent DNA repair inhibition; HEK293T ELG1-luciferase reporter, luminescence, 16 h; DNA damage induced by 5-fluorouridine; Potency, µM (highest dose often 46.1 µM), for the others: at the top dose activity change, negative = inhibition, most hits filed as inhibitors; actives 2.3% (n = 330,000); AID 504467; also: potency is read from the fitted curve at half-maximal effect; % is scaled to controls: 0 for no effect and ±100 for the full control effect; nearly all actives have a fitted effect of over 55% in size
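5-Fluorouridine DNA damage + compound/DMSO, 2,000 cells/well, 16 h, 37 °C/5% CO2. ONE-Glo, 30 min RT, luminescence. Readout = decrease in reporter signal.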
TSHR antagonist = blocks TSH signaling through the human TSH receptor. actives 0.2% (n = 330,000). P16473. TSHR-expressing cells, TSH-stimulated cAMP HTRF, 2 h; active compounds read low. activity change, negative = inhibition, % at 11.5 µM;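 active = activity change below a set negative limit, meaning inhibition stronger than a set level, cut at about -70% in these data; inconclusive = activity change between two set negative limits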; also: % is scaled to controls: 0 for no effect and ±100 for the full control effect
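TSHR-expressing cells, 200/well, pre-treated with compound, then stimulated with EC80 TSH (4nM final) for 2 hours at 37 deg C. cAMP measured by competitive HTRF: anti-cAMP cryptate antibody in lysis buffer plus cAMP-d2, read after 30 minutes at room temperature.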
Tb PFK inh = T. brucei PFK enzyme inhibition. T. brucei PFK, ADP-Glo luminescence. Potency, µM (highest dose often 57.5 µM), for inactives: at the highest dose activity, negative = inhibition, actives largely listed as inhibitors. actives 0.17% (n = 330,000). AID 485367;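 also: potency is read from the fitted curve at half-maximal effect; 0% = uninhibited 1x PFK enzyme wells and -100% = no-enzyme wells; nearly all actives have a fitted effect of over 60% in size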
Target sequence (O15648 whole entry, looked up): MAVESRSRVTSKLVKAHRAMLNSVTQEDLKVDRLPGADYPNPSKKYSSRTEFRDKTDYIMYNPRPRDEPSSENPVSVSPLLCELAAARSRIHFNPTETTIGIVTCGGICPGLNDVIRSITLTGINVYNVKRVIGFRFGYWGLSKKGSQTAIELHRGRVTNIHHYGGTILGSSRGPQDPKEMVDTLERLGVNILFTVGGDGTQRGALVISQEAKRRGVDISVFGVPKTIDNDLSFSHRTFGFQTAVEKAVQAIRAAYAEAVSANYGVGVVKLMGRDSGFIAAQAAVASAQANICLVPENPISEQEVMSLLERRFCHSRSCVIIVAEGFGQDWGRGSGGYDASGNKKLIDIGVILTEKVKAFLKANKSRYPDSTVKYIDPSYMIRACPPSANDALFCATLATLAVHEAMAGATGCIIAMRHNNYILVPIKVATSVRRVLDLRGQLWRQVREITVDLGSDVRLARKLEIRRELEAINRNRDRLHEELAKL
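Activity is normalized to no-enzyme wells (full inhibition) and 1.25 nM enzyme wells (no inhibition). Reaction: 0.5 mM F6P, 0.1 mM ATP, 45 min RT, ADP-Glo luminescence; concentration-response curves fitted and classed by quality.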
Mito fusion yeast = blocks mitochondrial division or promotes mitochondrial fusion; S. cerevisiae fusion-defective mutant growth rescue, CellTiterGlo 48 h; Potency, µM (doses to about 46.1 µM), for inactives: top-dose growth rescue (activation), actives largely listed as activators; actives 0.23% (n = 320,000);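 also: potency is read from the fitted curve at half-maximal effect; % of control where 0% means no effect; nearly all actives have a fitted effect of over 45% in size; temperature-sensitive fusion mutants such as fzo1-1 at 37 °C on non-fermentable ethanol glycerol medium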
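Temperature-sensitive fusion-defective S. cerevisiae (e.g. fzo1-1, mgm1-5) were grown with compound in YPEG medium (3% ethanol, 3% glycerol) for 48 hours at 37C. Growth rescue was measured as viability by CellTiterGlo luminescence after 10 minutes at ambient.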
Integrin act MD = activators of alpha7 integrin expression for muscular dystrophy; actives 0.064% (n = 350,000); alpha7betagal myoblasts, beta-gal FDG fluorescence, 48 h; Potency, µM (series often up to 38.3 µM), without a hit: at the top dose activation, most hits filed as activators;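 also: potency is read from the fitted curve at half-maximal effect; 100% = response of the positive control SU9516; nearly all actives have a fitted effect of over 60% in size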
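Alpha7betagal+/- myoblasts (passage 13) were plated 16-24 hr, then exposed to compounds (1:260 dilution of DMSO stock) for 48 hours at 37C. After MPER lysis, β-galactosidase reporter activity was read as FDG fluorescence (ex 480/em 540) after 30 minutes.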
PTAP TSG101 blk = blocks PTAP/TSG101 interaction to inhibit HIV-1 budding | Q99816 | Fluorescence polarization, FITC-PTAP peptide / Tsg101 binding | Potency, µM (titrated, usually from 115 µM), without a hit: top-dose activity change, negative = inhibition, usual class: inhibitors | 340,000 tested, under 10 active | AID 493005; active = well fitted inhibition curve with a large enough effect in the main read-out, with a control signal flat, not every such curve was filed as active; inconclusive = small, poorly fitted or top-dose-only effect, or effect the other way, or a change in a side signal; inactive = no such curve, though single readings can be large or run the other way; also: potency is read from the fitted curve at half-maximal effect; % of control where 0% means no effect
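Fluorescence anisotropy tracks displacement of a FITC-tagged PTAP peptide (50 nM) from the Tsg101 binding domain (10 uM), following a 20 min room-temperature incubation at pH 7.5.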
BCR signal inh = inhibitors of chronic active B-cell receptor signaling; ABC-DLBCL IkBa-CBG/CBR reporter, luminescence ratio, 4 h; Potency, µM (titrated, usually from 46.1 µM), for the others: top-dose ratio change, negative = lower green/red ratio, usual class: inhibitors; actives 0.05% (n = 340,000); AID 493014; active = well fitted inhibition curve with a large enough effect in the signal ratio, with a control signal flat, not every such curve was filed as active; inconclusive = small, poorly fitted or top-dose-only effect, or effect the other way, or a change in a side signal; the % refers to the signal ratio;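 also: potency is read from the fitted curve at half-maximal effect; plate controls were basal doxycycline-induced cells for no effect and cells given 10 µM MG132 for full effect; MG132 reads +100%, hits lower the ratio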
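Concentration-response series (up to 46 uM) were applied to TMD8 dual-reporter cells for 4 h at 37C with doxycycline. Green/red ratio, after filter-overlap correction, defined %Activity; red signal alone was normalised to basal cells and zero luminescence.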
AT treatment = candidate therapy for ataxia-telangiectasia | […] A-T fibroblasts, KAP-1 phosphorylation AlphaLISA; neocarzinostatin DNA damage 30 min before lysis | actives 0.19% (n = 320,000) | Potency, µM (titrated, usually from 57.5 µM), inactives show top-dose activation, actives largely listed as activators; also: potency is read from the fitted curve at half-maximal effect; % of control where 0% means no effect; nearly all actives have a fitted effect of over 45% in size
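hTERT-immortalized A-T patient fibroblasts ([…]), 500 cells/well in OPTI-MEM, 1% FBS, got compounds for 60 min, then NCS for 30 min at 37C. Lysates were then assayed for phospho-KAP-1 by AlphaLISA (anti-pKAP1 donor, anti-KAP1 acceptor beads), 6 hr at 25C.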
Eya2 inh = inhibitors of human Eya2 phosphatase activity. recombinant Eya2, OMFP fluorescence dephosphorylation (OMFP is methylfluorescein phosphate). actives 0.006% (n = 330,000). Potency, µM (series often up to 76.9 µM), for the others: at the highest dose activity, negative = inhibition, actives largely listed as inhibitors. O00167; also: potency is read from the fitted curve at half-maximal effect; % is scaled to controls: 0 for no effect and ±100 for the full control effect
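Eya2 protein (added as 0.2 uM solution) was preincubated with compound for 10 min at ambient temperature in 50 mM HEPES pH 7.5, 50 mM NaCl, 5 uM MgCl2, 0.05% BSA, 1 mM DTT. OMFP (added at 50 uM) then reacted 10 min; fluorescence read at 485/525 nm.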
S-ASM inh = inhibitors of human secretory acid sphingomyelinase | P17405 | placental ASM, HMU-PC fluorogenic substrate, 60 min | Potency, µM (highest dose often 57.5 µM), for the others: top-dose activity change, negative = inhibition, most hits filed as inhibitors | actives 0.006% (n = 340,000) | AID 504937; also: potency is read from the fitted curve at half-maximal effect
Target sequence (P17405 47-631 limits assumed): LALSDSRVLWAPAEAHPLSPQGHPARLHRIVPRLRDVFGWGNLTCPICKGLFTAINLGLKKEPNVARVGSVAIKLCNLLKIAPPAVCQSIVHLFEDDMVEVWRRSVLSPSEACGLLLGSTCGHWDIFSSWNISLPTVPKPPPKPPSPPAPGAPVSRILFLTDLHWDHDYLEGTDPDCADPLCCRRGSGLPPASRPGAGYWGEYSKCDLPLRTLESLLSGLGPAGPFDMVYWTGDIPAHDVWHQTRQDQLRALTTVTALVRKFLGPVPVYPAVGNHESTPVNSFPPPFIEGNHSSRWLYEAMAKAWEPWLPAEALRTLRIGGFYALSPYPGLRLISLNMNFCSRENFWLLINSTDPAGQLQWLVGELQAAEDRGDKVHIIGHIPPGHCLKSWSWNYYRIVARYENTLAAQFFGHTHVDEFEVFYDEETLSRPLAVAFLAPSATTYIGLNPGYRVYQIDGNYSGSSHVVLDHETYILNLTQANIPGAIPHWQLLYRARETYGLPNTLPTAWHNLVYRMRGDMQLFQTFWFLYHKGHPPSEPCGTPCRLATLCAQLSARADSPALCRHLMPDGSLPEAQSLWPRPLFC
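qHTS format. ASM enzyme prepared from human placenta hydrolyses the fluorogenic substrate HMU-PC0 (9 uM final) over 60 min at 37 °C after a 10 min compound preincubation.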
TCR activator = activates T cell receptor signaling; Potency, µM (top dose mostly 9.22 µM), for inactives: at the top dose activation of IL-2 secretion, most hits filed as activators; 330,000 tested, under 10 active; primary human leukocytes, anti-CD3, IL-2 HTRF, 48 h; also: % of control where 0% means no effect
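48 hr co-incubation of compounds, a-CD3 beads and primary human leukocytes; IL-2 quantified homogeneously by HTRF with anti-IL-2 K and d2 conjugates.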
Active calls of the source: *; ? = inconclusive; . = not tested or not shown; [ ] = remark or other dose. Unless noted, calls follow the shape of the dose curve; as a rule, active = well fitted curve in the direction sought with a large enough effect; inconclusive = small, poorly fitted or top-dose-only effect, or another doubt; inactive = no such curve, though single readings can be large; an effect the other way counts as inactive or inconclusive. Rows are unselected, and some 3.2% of all compounds hit somewhere here.

SMILES | ELG1 DNA repair | TSHR antagonist | Tb PFK inh | Mito fusion yeast | Integrin act MD | PTAP TSG101 blk | BCR signal inh | AT treatment | Eya2 inh | S-ASM inh | TCR activator
COc1ccccc1N1CCN(C(=O)C(=O)c2cn(CC(=O)N3CCCC3)c3ccccc23)CC1 | -2% | 20 | 1% | 2% | -16% | -3% | -16% | -3% | 3% | 3% | 3%
CCn1cc(C2=NC(C)(C)CO2)c2ccccc21 | ? | -5 | -3% | 1% | -9% | -2% | 0% | . | 2% | 1% | 3%
CCCCNC(=O)C1CCN(Cc2ccc(OCc3ccccc3)cc2)CC1 | ? | 7 | -3% | 2% | -56%[inhibitor] | -2% | 10% | 6% | 4% | 0% | 4%[46.1 µM]
Cc1ccc(S(=O)(=O)c2c(C)cc(C)nc2N2CCCCC2)cc1 | -4% | -6 | -1% | 2% | 0% | 4% | -1% | 2% | -8% | -2% | 5%
COc1ccc(C(=O)OCC(=O)NC(=O)NCc2ccccc2)cc1[N+](=O)[O-] | 13% | 44 | 4% | -2% | 15% | 2% | -7% | 4% | -3% | -2% | -6%
O=C(O)c1cccc(Cn2c(Cl)c(/C=N/NC(=O)c3cc4ccccc4cc3O)sc2=O)c1 | -17% | -19 | -4% | 11% | ? | -2% | ? | 0% | -7% | -11% | -1%
CN(C)C(CNC(=O)c1cccs1)c1ccco1 (stereo not given) | 21% | -5 | -1% | 6% | 19% | 0% | -1% | 10% | 13% | 6% | 3%
COc1ccc(Cl)cc1NC(=O)/C=C\C(=O)O | 14% | 9 | -1% | 0% | 0% | 0% | ? | 12% | 5% | 4% | 3%
O=C(Nc1cccc(-c2cnc3ccccc3n2)c1)c1cccc(NC(=O)c2ccco2)c1 | 10µM* | -29 | 5% | -2% | -44% | -1% | ? | 4% | -24% | ? | -3%
O=C(COC(=O)C1=COCCO1)Nc1ncc(C(F)(F)F)cc1Cl | 7% | -4 | 2% | 2% | 18% | -3% | -2% | 9% | 3% | 1% | -97%
NC(=O)c1c(NC(=S)Nc2ccc(F)cc2)sc2c1CCCC2 | 7% | -4 | 0% | 20% | 14% | -2% | ? | 1% | -22% | -4% | -1%
COc1cc(C2Nc3ccccc3NC3=C2C(=O)CC(C)(C)C3)cc(OC)c1OC (stereo not given) | 0% | 29 | 3% | 3% | 6% | -4% | 0% | 3% | -7% | -2% | 0%
Cc1cccc(/C=N/NC(=O)Cn2nccc2C)n1 | 2% | 3 | -10% | -2% | -19% | -5% | 7% | 0% | 8% | 9% | -5%[46.1 µM]
Cc1ccccc1NC(=O)CN1C(=O)NC(C)(CCc2ccccc2)C1=O (stereo not given) | 20% | 8 | -1% | -16% | 11% | 1% | -12% | -2% | 0% | -1% | 0%
CC(=O)n1cc(/C=N/NC(N)=S)c2ccccc21 | 19% | -12 | -3% | 1% | -20% | 0% | -7% | 3% | 0% | -6% | 2%
Cc1nc(C)c(C(=O)N(c2ccc(F)cc2)C(C(=O)NCC2CCCO2)c2ccccc2)s1 (stereo not given) | -3% | -7 | -7% | -8% | -245%[inhibitor] | 0% | -7% | -4% | 6% | -5% | -5%
O=C(CN1C(=O)C2C3c4ccccc4C(c4ccccc43)C2C1=O)Nc1cccc(C(=O)O)c1 (stereo not given) | 1% | 2 | 0% | -8% | 3% | -1% | 1% | 6% | -5% | 4% | 0%[46.1 µM]
CSC1=C(C#N)C(c2ccc(C(C)C)cc2)CC(=O)N1 (stereo not given) | 9% | -9 | 0% | 3% | -3% | 1% | 12% | -3% | -6% | 1% | 1%
Cc1c(Cl)c([N+](=O)[O-])nn1CC(=O)NCCCN1CCOCC1 | 12% | 1 | 1% | 2% | 15% | 0% | ? | 6% | 14% | -1% | 8%
O=C(CCN1CCN(c2ccccc2)CC1)NNC(=O)c1cccc2ccccc12 | -10% | 14 | -2% | -5% | -22% | -4% | 0% | -7% | 11% | 1% | -3%[46.1 µM]
O=[N+]([O-])c1ccc(N2CCN(Cc3ccccc3)CC2)c(S(=O)(=O)N2CCOCC2)c1 | 3% | 25 | 5% | -5% | 18% | 1% | 1% | -12% | -12% | -6% | 4%
CCCNC(=O)COc1ccc2c(=O)c(Oc3ccccc3F)coc2c1 | -20% | 2 | 0% | 6% | -13% | -1% | ? | . | -5% | 4% | -2%[46.1 µM]
CN(C(=O)C1CCC(CNS(=O)(=O)c2cccc3cccnc23)CC1)C1CCCCC1 (stereo not given) | -25% | -13 | 3% | ? | ? | -3% | 0% | -4% | 2% | 0% | 6%
O=C(c1c(F)cccc1F)N(Cc1ccccc1)Cc1ccccc1 | -17% | 12 | 7% | 30% | -25% | 4% | 6% | 11% | -5% | 1%[11.5 µM] | -8%
NNC(=O)c1csc(-c2ncc(C(F)(F)F)cc2Cl)n1 | 16% | -4 | 1% | -11% | -24% | -2% | -1% | 3% | 17% | 0% | -3%

New compounds follow
SMILES | ELG1 DNA repair | TSHR antagonist | Tb PFK inh | Mito fusion yeast | Integrin act MD | PTAP TSG101 blk | BCR signal inh | AT treatment | Eya2 inh | S-ASM inh | TCR activator
CS(=O)(=O)Cc1ccc(C(=O)NC2CCCc3ccccc32)cc1 (stereo not given) | 5% | 4 | -1% | -6% | -10% | -2% | -15% | -5% | 0% | 8% | 5%
N#Cc1cc2c(nc1SCc1ccccc1)CCC2 | ? | -8 | -2% | -5% | 0% | -7% | 15% | -1% | -14% | 2% | -4%[46.1 µM]
CN(C)Cc1nc2ccccc2c(=O)n1Cc1nc(-c2cc3ccccc3o2)cs1 | ? | 6 | 2% | -4% | -30% | -1% | ? | 0% | 1% | -15% | -4%
O=C1COc2ccc3ccccc3c2CN1 | 15% | -8 | -1% | 1% | 19% | -3% | -15% | -1% | 7% | 2% | -5%
CCc1ccccc1N(CC)C(=O)c1cn(C)c(=O)c2cc(OC)c(OC)cc12 | ? | -3 | 0% | 11% | 13% | 1% | -3% | 1% | -16% | -3% | 4%
Cc1ccc(NC(=O)CN(C)C(=O)Cc2c[nH]c3ccccc23)cc1 | 23% | -2 | 4% | . | 16% | -5% | 2% | 0% | -33% | -3% | -4%
CCCCOc1ccc(-c2nc(-c3cccnc3)no2)cc1 | ? | -7 | -3% | -1% | 24% | -4% | ? | 23% | 2% | -1% | -3%
N/C(=N\OC(=O)CCCC(=O)O)c1ncc(C(F)(F)F)cc1Cl | 20% | 1 | 1% | 1% | 16% | 0% | 6% | -7% | -2% | 3% | 4%
CC(C)CC(=O)NC1(C(F)(F)F)C(=O)N(CC(C)C)C2=C1C(=O)CC(C)(C)C2 (stereo not given) | 9% | 6 | -7% | -3% | 21% | -4% | 1% | -1% | 4% | 2% | -2%[46.1 µM]
CCCC(=O)NC(NC1CCS(=O)(=O)C1)C(Cl)(Cl)Cl (stereo not given) | ? | 5 | -2% | 13% | 6% | -5% | ? | -3% | 0% | -4% | 1%
O=C(NCCn1cc(SCC(=O)N2CCOCC2)c2ccccc21)c1ccccc1 | 7% | 9 | -1% | 0% | 4% | 0% | 0% | 4% | -21% | 0% | -2%

Reformatted with values under each structure: entries from further up
Every second line gives: ELG1 DNA repair | TSHR antagonist | Tb PFK inh | Mito fusion yeast | Integrin act MD | PTAP TSG101 blk | BCR signal inh | AT treatment | Eya2 inh | S-ASM inh | TCR activator
- O=C(CCN1CCN(c2ccccc2)CC1)NNC(=O)c1cccc2ccccc12
 : -10% | 14 | -2% | -5% | -22% | -4% | 0% | -7% | 11% | 1% | -3%[46.1 µM]
- O=[N+]([O-])c1ccc(N2CCN(Cc3ccccc3)CC2)c(S(=O)(=O)N2CCOCC2)c1
 : 3% | 25 | 5% | -5% | 18% | 1% | 1% | -12% | -12% | -6% | 4%
- CCCNC(=O)COc1ccc2c(=O)c(Oc3ccccc3F)coc2c1
 : -20% | 2 | 0% | 6% | -13% | -1% | ? | . | -5% | 4% | -2%[46.1 µM]

High-throughput results deposited in PubChem by National Center for Advancing Translational Sciences (NCATS).
